# Screening results from PubChem BioAssay.
# tim23-1 inh: inhibits growth of tim23-1 mutant yeast; S. cerevisiae tim23-1 growth, BacTiter-Glo luminescence, 24 h; inhibition, % at 20 µM; 330,000 tested, 1.3% active; AID 463212;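 active = growth inhibition of the mutant yeast at or above 50%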;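 also: temperature-sensitive mutant grown at 25 °C; plate controls were DMSO-treated mutant yeast for no effect and medium wells lacking yeast for full effect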
# Mdm2 MdmX PPI: disrupts the human Mdm2-MdmX interaction; SaOS-2 split-luciferase Mdm2/MdmX complementation, luminescence; O15151+Q00987; inhibition, % at 8 µM; 330,000 tested, 3% active;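 active = inhibition of at least 50% at 8 µM in the primary screen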
# Target sequence (O15151 whole entry, looked up): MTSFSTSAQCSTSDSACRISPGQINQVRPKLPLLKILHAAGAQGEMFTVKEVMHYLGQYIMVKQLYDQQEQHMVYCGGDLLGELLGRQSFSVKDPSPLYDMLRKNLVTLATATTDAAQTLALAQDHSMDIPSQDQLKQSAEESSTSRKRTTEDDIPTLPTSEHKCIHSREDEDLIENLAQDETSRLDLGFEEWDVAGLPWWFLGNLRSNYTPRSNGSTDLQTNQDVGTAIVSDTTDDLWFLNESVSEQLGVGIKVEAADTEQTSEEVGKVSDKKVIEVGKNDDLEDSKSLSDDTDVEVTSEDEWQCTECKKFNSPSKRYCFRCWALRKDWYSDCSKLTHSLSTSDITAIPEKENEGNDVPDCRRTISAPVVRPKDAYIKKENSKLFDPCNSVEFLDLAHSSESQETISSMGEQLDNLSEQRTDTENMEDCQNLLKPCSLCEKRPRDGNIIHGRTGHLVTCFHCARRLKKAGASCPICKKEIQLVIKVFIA
# Target sequence (Q00987 whole entry, looked up): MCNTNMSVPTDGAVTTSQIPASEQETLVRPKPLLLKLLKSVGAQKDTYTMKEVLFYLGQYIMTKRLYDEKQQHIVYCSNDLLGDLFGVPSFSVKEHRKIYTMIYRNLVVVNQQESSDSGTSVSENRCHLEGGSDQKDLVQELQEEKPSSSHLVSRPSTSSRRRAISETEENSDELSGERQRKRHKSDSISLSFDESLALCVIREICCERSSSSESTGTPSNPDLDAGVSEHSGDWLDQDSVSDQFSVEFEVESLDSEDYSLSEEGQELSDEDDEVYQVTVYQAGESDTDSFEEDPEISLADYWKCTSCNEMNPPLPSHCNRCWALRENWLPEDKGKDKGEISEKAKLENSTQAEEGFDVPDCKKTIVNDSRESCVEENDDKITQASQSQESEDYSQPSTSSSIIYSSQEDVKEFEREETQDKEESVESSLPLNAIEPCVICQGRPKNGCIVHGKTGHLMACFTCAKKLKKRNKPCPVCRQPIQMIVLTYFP
# TIM10 inh: TIM10 yeast growth inhibition | inhibition, % at 10 µM | S. cerevisiae TIM10 strain growth, BacTiter-Glo luminescence, 24 h | 330,000 tested, 1.4% active | AID 463195;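 active = inhibition of 40% or more at the single tested concentration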;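 also: wild-type TIM10 isogenic control strain grown at permissive 25 °C; 0% = DMSO yeast wells and 100% = minimal medium wells without yeast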
# XBP1 UPR activ: adaptive UPR (XBP1) activation. CHO-XBP1 luciferase reporter, IRE1-XBP1 UPR activation, luminescence; percent of tunicamycin response, DMSO as zero. activation, % at 20 µM. 330,000 tested, 0.33% active. AID 463104;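 active = versus positive control, 20 µM dose yields 30% or more activation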;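 also: 100% = tunicamycin at 10 µg/mL and 0% = DMSO only wells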
#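 Assay system: CHO-XBP1 luciferase reporter cells; Schedule: 6 h treatment, 37 °C; Detection: glow luminescence from Steady-Glo reagent; Benchmarks: high control tunicamycin 10 µg/mL final, low control DMSO vehicle only.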
# UPR CHOP act: activators of apoptotic arm of unfolded protein response (CHOP); CHO-CHOP luciferase reporter, UPR activation, luminescence; percent of tunicamycin response over DMSO baseline; activation, % at 10 µM; 330,000 tested, 0.34% active; AID 449763;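 active = at 10 µM dose, activation of 40% or more, normalized to positive control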;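 also: 100% = tunicamycin at 10 µg/mL and 0% = DMSO alone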
#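 measured by = luciferase luminescence | assay system = CHO-CHOP cells, stable luciferase reporter of PERK-eIF2a-CHOP signalling | amount = 500 reporter cells seeded per well | timing = 6 h compound exposure at 37 °C after overnight seeding | controls = positive tunicamycin 10 µg/mL, negative DMSO alone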
# 697 NFkB inh: inhibitors of the PMA/ionomycin-induced NF-kB reporter in 697 B cells | 697 B-cell NF-kB luciferase reporter, 16 h | inhibition, % at 4 µM | 330,000 tested, 0.33% active | AID 435022; in the data active = inhibition above about 35%
# tim10-1 inh: inhibits growth of tim10-1 mutant yeast. S. cerevisiae tim10-1 ts strain growth, BacTiter-Glo, 24 h. 330,000 tested, 2.2% active. AID 463190. inhibition, % at 20 µM;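 active = inhibition of at least 40%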;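 also: mutant grown at 25 °C; 0% = DMSO wells with yeast and 100% = wells holding no yeast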
# Jurkat NFkB inh: lowers PMA/ionomycin-induced NF-kB signal in Jurkat cells. AID 435003. 330,000 tested, 0.53% active. PMA/ionomycin-induced NF-kB luciferase reporter, luminescence. inhibition, % at 4 µM; in the data active = inhibition above about 50%
# Active calls of the source: *; i = inactive.
SMILES,tim23-1 inh,Mdm2 MdmX PPI,TIM10 inh,XBP1 UPR activ,UPR CHOP act,697 NFkB inh,tim10-1 inh,Jurkat NFkB inh
NNC(=O)CSc1nc(-c2ccccc2)cn1-c1ccccc1,40,-6,18,-1,1.0,-9,19,-12
COc1cc(C(=S)N2CCOCC2)ccc1OC(=O)c1ccccc1C,26,12,-5,-3,0.0,-13,14,-6
COc1ccc(NC(=S)N(CCN2CCOCC2)Cc2ccccc2F)cc1,27,4,13,-3,-0.2,-25,21,-8
COc1ccc(N2CCN(C(=O)c3ccccc3)CC2)c([N+](=O)[O-])c1,28,-2,11,-2,-0.5,9,25,-3
CCOc1ccc(C(=O)Nc2c3c(nn2-c2ccccc2)CS(=O)(=O)C3)cc1,12,14,-9,-5,2.0,8,-1,7
CCOC(=O)[C@@H]1[C@H]2COc3cc(OC)ccc3[C@@H]2N2C(=O)N(c3ccc(OC)cc3)C(=O)[C@]12C,33,9,10,0,-0.8,21,15,10
CCOc1cc(/C=C2\COc3ccccc3C2=O)ccc1OCC(=O)N(C)C,54*,22,34,0,0.9,6,30,9
Cc1ccc(NC(=O)C2CCCC2)c(Br)c1,-10,4,-10,7,0.5,-19,2,-7
Cc1c(N=C2NC(=O)/C(=C/c3cccc([N+](=O)[O-])c3)S2)c(=O)n(-c2ccccc2)n1C,10,-10,1,0,1.7,5,14,6
COc1ccc(CC(=O)N/N=C(\C)c2cccs2)cc1,7,8,4,0,1.8,-26,-15,0
CCN1CCN(CC(=O)Nc2ccc(C)c(Br)c2)CC1,-4,7,1,-4,-0.8,-1,-1,-21
COCCn1c(Cc2ccccc2)nnc1SCc1ccc([N+](=O)[O-])cc1,4,-6,-10,1,0.8,-12,19,-11
CC1CCCN(C(=O)COC(=O)Cc2c(F)cccc2Cl)C1 (centres undefined),28,-31,-3,-3,2.7,-33,22,-27
C/C(N)=C(/C#N)C(=O)COc1ncnc2ccc(Br)cc12,24,22,-5,-1,-0.6,-14,2,-13
O=C1c2cc3ccccc3c(-c3ccccc3)c2C(=O)N1c1ccccn1,46,9,32,2,-0.1,-10,32,-5
Cc1ccc(CC(=O)Nc2cc([N+](=O)[O-])ccc2F)cc1,-8,24,-4,1,0.4,4,2,8
COc1ccc(S(=O)(=O)n2cnc3ccccc32)cc1,-4,22,-5,2,-0.3,7,-5,-12
COc1ccccc1NC(=O)/C=C1\SCC(=O)N1C,8,6,17,4,-0.6,1,8,-2
O=C(NCc1ccccn1)Nc1ccc2c(c1)OCO2,-2,5,1,-1,3.5,-1,6,-17
S=c1[nH]nc(-c2ccc(Cl)cc2Cl)n1Cc1ccccc1,44,13,56*,-1,-0.7,10,28,3

# Look-ups from the list.
# TIM10 inh with `O=C(NCc1ccccn1)Nc1ccc2c(c1)OCO2` → 1
# 697 NFkB inh with `NNC(=O)CSc1nc(-c2ccccc2)cn1-c1ccccc1` → -9
# 697 NFkB inh with `Cc1ccc(NC(=O)C2CCCC2)c(Br)c1` → -19
# XBP1 UPR activ with `Cc1c(N=C2NC(=O)/C(=C/c3cccc([N+](=O)[O-])c3)S2)c(=O)n(-c2ccccc2)n1C` → 0

# Following part.
SMILES,tim23-1 inh,Mdm2 MdmX PPI,TIM10 inh,XBP1 UPR activ,UPR CHOP act,697 NFkB inh,tim10-1 inh,Jurkat NFkB inh
Clc1ccccc1Nc1nc2ccccc2o1,26,-144,1,0,3.4,-173,4,-128
O=[N+]([O-])c1nn(-c2ccc(Cl)cc2)n(O)c1=NCc1ccccc1,27,8,34,-2,2.8,0,24,-23
CCc1ccc(-n2c(=O)c3ccc(C(=O)NCCc4ccccc4)cc3n(CC(N)=O)c2=O)cc1,6,-39,12,1,0.7,19,14,14
Cc1ccc(NC(=O)COc2ccc(/C=C3/SC(=Nc4ccccc4)N(Cc4cccnc4)C3=O)cc2)cc1,-17,51*,6,63*,84*,11,-28,22
Cn1c(SCc2c(F)cccc2Cl)nc2ccccc2c1=O,0,20,1,-3,-1.0,-6,6,7
O=C(Oc1cccnc1)c1ccc(Cl)cc1,13,8,0,3,-1.4,9,15,-1
CCCCn1c(C(C)NC(=O)c2cccs2)nc2ccccc21 (centres undefined),17,12,29,0,1.2,13,38,3
O=C(CN1CCCCC1)NNC(=O)c1ccc([N+](=O)[O-])cc1,-2,25,-5,-6,0.5,9,-2,1
Cc1nc(N2CCN(c3ccccc3)CC2)nc2c1C(=O)CC(C)C2 (centres undefined),18,12,19,-1,-1.1,9,13,-9
CCOC(=O)Cc1csc(NC(=O)c2ccco2)n1,12,-38,7,-1,3.7,-38,5,-23
Clc1ccc(COn2nnc3ccccc32)c(Cl)c1,-25,-159,-9,1,4.4,-135,10,-103
Cc1nc(C)c(-c2ccc(SCc3cccc(F)c3)nn2)s1,18,-21,3,-1,0.0,-33,22,-5
BrC(=C\c1ccccc1)/C=N/N1CCN(c2ccccc2)CC1,13,2,-8,1,4.5,-15,20,-4
Cc1ccc(-c2cc(C(=O)NCCN3CCOCC3)c3ccccc3n2)o1,-1,21,3,-1,0.8,13,9,-6
Cc1cc(Oc2ccc(=O)n(C)n2)nc(Oc2ccc(=O)[nH]n2)n1,13,20,-6,3,-1.9,19,-22,20
Cc1ccc(NC(=O)C2=C(O)CCn3c2nc2ccccc23)cc1,27,14,20,3,3.2,8,43*,-20
CC(=O)Nc1ccc(N=Nc2ccccc2)cc1,23,-236,12,2,2.9,-160,26,-101
S=C(NNc1nc(Nc2ccccc2)nc(N2CCCCC2)n1)NC1CCCCC1,15,6,14,-2,0.4,2,36,11
COCCNC(=O)C(c1ccc(OC)cc1)N(C(=O)Cn1nnc2ccccc21)c1cccnc1 (centres undefined),2,15,-12,-2,0.2,4,-5,-21
COc1ccccc1C1/C(=C(\O)c2ccc3c(c2)OCCO3)C(=O)C(=O)N1CCCn1ccnc1 (centres undefined),8,2,1,-6,2.6,-4,-5,-9
Cc1nn(CC(=O)N2CCC(C)CC2)c(=O)c2cccn12,-7,-2,-2,-4,-2.2,8,-3,2
O=C(c1ccsc1)N1CCCC(N2CCOCC2)C1 (centres undefined),-11,18,-6,-3,4.9,11,-3,14
CN1CCN(CCCCOc2ccccc2-c2ccccc2)CC1,1,16,-1,1,-1.0,-15,12,7
Cc1ccsc1/C=N/NC(=O)c1nnn(-c2nonc2N)c1-c1ccc2c(c1)OCO2,-5,22,-2,-4,1.4,15,-11,-10
O=C(COc1ccccc1Cl)c1ccc[nH]1,-8,6,-5,1,2.5,-15,-8,-47
Cc1ccc(C)c(OCCC(=O)NNC(=O)c2cc(C)oc2C)c1,18,14,1,-4,-2.5,6,3,3
CCOC(=O)c1oc2ccc(Cl)cc2c1NC(C)=O,18,21,18,7,1.2,-3,4,0
COc1ccc2nc3n(c(=O)c2c1)-c1ccccc1C(=O)NC3Cc1ccccc1 (centres undefined),8,22,-3,0,2.7,-7,-4,-6
O=C(COC(=O)c1ccc(NS(=O)(=O)c2ccc3c(c2)OCCO3)cc1)NCC1CCCO1 (centres undefined),-8,-13,-13,0,1.0,-1,6,1
CCC(CC)C(=O)Nc1nnc(S(=O)(=O)N(CC)c2ccc(OC)cc2)s1,9,22,-3,-1,-0.6,9,10,6
COc1ccc(OCCn2cc(/C=C(\C#N)C(=O)NCc3ccco3)c3ccccc32)cc1,-11,75*,-4,2,-1.7,15,17,3
CCc1ccc(OCCOCC(O)CNC(C)(C)C)cc1 (centres undefined),6,-1,-11,1,-0.6,-1,3,-9
Cn1c(SCC(=O)NCCc2ccccc2)nnc1C1CCCCC1,7,9,5,-5,2.9,7,-8,6
O=C(Nc1ccncc1)c1ccc2ccccc2c1,-26,-4,9,5,2.3,2,-12,-38
COc1ccc(S(=O)(=O)N2CCCCCC2)cc1NC(=O)CN(C)Cc1ccc2c(c1)OCO2,30,25,13,3,1.0,10,19,-2
COCCCNC(=O)CCn1c(=O)c2ccccc2n(CC(=O)NCCC2=CCCCC2)c1=O,19,27,-2,-3,5.5,21,7,-7
Cc1onc(-c2ccccc2)c1C(=O)NC(=S)NNC(=O)c1ccc(O)cc1,21,0,-2,-2,3.1,4,17,16
CCOP(=O)(OCC)C(Nc1ccc(F)cc1)c1ccccc1 (centres undefined),22,23,11,-5,0.5,6,27,1
Cc1ccc(/C=C(\C#N)C(=O)NC(C)c2ccccc2)o1 (centres undefined),19,7,-12,-3,0.3,6,0,15
Cc1ccccc1NC1=NC(=S)N(c2ccccc2)C12CCOC(C)(C)C2 (centres undefined),30,2,37,-3,-1.9,7,37,3

# Some entries already given, limited to UPR CHOP act.
canonical_smiles | UPR CHOP act
CCOC(=O)c1oc2ccc(Cl)cc2c1NC(C)=O | 1.2
COc1ccc2nc3n(c(=O)c2c1)-c1ccccc1C(=O)NC3Cc1ccccc1 (centres undefined) | 2.7
O=C(COC(=O)c1ccc(NS(=O)(=O)c2ccc3c(c2)OCCO3)cc1)NCC1CCCO1 (centres undefined) | 1.0
CCC(CC)C(=O)Nc1nnc(S(=O)(=O)N(CC)c2ccc(OC)cc2)s1 | -0.6

# Three of the compounds above, with bars between the fields.
mol | tim23-1 inh | Mdm2 MdmX PPI | TIM10 inh | XBP1 UPR activ | UPR CHOP act | 697 NFkB inh | tim10-1 inh | Jurkat NFkB inh
Cc1ccsc1/C=N/NC(=O)c1nnn(-c2nonc2N)c1-c1ccc2c(c1)OCO2 | -5 | 22 | -2 | -4 | 1.4 | 15 | -11 | -10
O=C(COc1ccccc1Cl)c1ccc[nH]1 | -8 | 6 | -5 | 1 | 2.5 | -15 | -8 | -47
CCc1ccc(OCCOCC(O)CNC(C)(C)C)cc1 (centres undefined) | 6 | -1 | -11 | 1 | -0.6 | -1 | 3 | -9

# (continued)
SMILES,tim23-1 inh,Mdm2 MdmX PPI,TIM10 inh,XBP1 UPR activ,UPR CHOP act,697 NFkB inh,tim10-1 inh,Jurkat NFkB inh
COc1ccc(C(=O)NCC(=O)OCC(=O)Nc2sccc2C#N)cc1OC,-5,4,-11,3,0.4,5,-4,-6
CCOC(=O)/C(C#N)=C1/SC(CC)C(=O)N1c1ccc(Br)cc1 (centres undefined),17,-14,21,-1,-0.4,1,30,-14
Cc1cc(C)n(-c2nncn2/N=C/c2ccccc2F)n1,10,27,-2,-2,-1.1,13,13,1
CCCC1S/C(=N/N=C/c2ccco2)NC1=O (centres undefined),10,1,22,-3,2.2,12,14,11
CC(=O)NCCc1nc2cc(NS(=O)(=O)c3ccc(Cl)cc3)ccc2n1C,-6,4,-2,-7,2.7,14,-19,1
O=C(c1cc(-c2cccs2)nc2ccccc12)N1CCN(S(=O)(=O)c2cccc(F)c2)CC1,30,24,28,-10,-1.4,-2,29,1
O=C(CCCn1c(=O)c2sccc2n(CC(=O)NCc2ccco2)c1=O)NCc1ccco1,10,-12,-11,-2,-0.7,17,8,7
Cc1ccc(Nc2nc(-c3ccccc3)cs2)nc1,22,-215,21,-6,-3.2,i,1,-248
CC(C)CN(C(=O)CC1OC(=O)c2ccccc21)c1c(N)n(Cc2ccccc2)c(=O)[nH]c1=O (centres undefined),-8,-7,-2,-4,-0.4,4,2,1
CCOC(=O)c1c(-c2ccc(C)o2)csc1NC(=O)CSc1nncs1,9,-26,-13,4,0.6,-11,17,-14
O=C(NCC1CCCO1)C(c1ccncc1)N(Cc1cccs1)C(=O)CN1C(=O)c2ccccc2S1(=O)=O (centres undefined),7,-18,5,-2,1.2,6,1,-11
Cc1ccc(NC(=O)CSc2nnc3ccc(-c4cccnc4)nn23)cc1,11,6,-8,1,1.2,4,4,12
CCC(=O)c1c(NCCc2ccccc2)cc(C)oc1=O,28,11,5,0,-0.9,-14,30,-1
COCCNC(=O)Cn1cc(S(=O)(=O)N2CCN(c3ccccc3F)CC2)c2ccccc2c1=O,12,4,-5,-2,-2.2,3,3,-12
COC(=O)CCC(=O)N1CCCC(CO)(Cc2ccccc2F)C1 (centres undefined),2,5,0,0,0.1,16,21,-15
N#Cc1ccsc1NC(=O)CN1CCCCC1,10,15,2,-2,-0.9,24,5,-7
Cc1cc(OCc2cc(C(=O)NCc3csc(C(C)C)n3)no2)cc(C)c1Cl,-6,21,-18,-7,-2.8,14,-16,1
